From PubChem BioAssay
SUMO1 PPI mod – alters human SUMO1 binding to SIM partners; P63165; SUMO1 binding to a labelled peptide, TR-FRET, 1 h; inhibition, % at 20 µM; 360,000 tested, 0.33% active; in the data active means inhibition above about 37%
NadD block – NadD (S. aureus) enzyme inhibition | purified NadD enzyme, colorimetric absorbance read-out | inhibition, % at 20 µM | 360,000 tested, 0.78% active; in the data active means inhibition above about 26%; further: some compounds past the cut are filed as inactive
Scp1 inh – Scp-1 (human) phosphatase inhibition; Q9GZU7; Recombinant Scp1, phosphopeptide, malachite green phosphate absorbance; inhibition, % at 20 µM; 340,000 tested, 0.88% active;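 active means inhibition above about 50% at 20 µM, limit read from the data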;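 further: plate controls were DMSO wells with enzyme for no effect and wells lacking enzyme for full effect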
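Test system: SCP-1 phosphatase catalytic domain, residues 76-261; measured by: colorimetric phosphate reagent with accelerator and stabiliser, absorbance at 630 nm; timing: enzyme reaction 45 min at room temperature, colour 5 min, stabilisation 30 min; also added: Phosphorylated 17-residue peptide substrate; compound dosing: one concentration, 20 µM, with 1.0% DMSO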
SKN-1 inh – blocks SKN-1 activity in C. elegans. 360,000 tested, 0.49% active. AID 624304. C. elegans VP596 Pgst-4::GFP/RFP ratio, acrylamide-induced, 24 h. inhibition, % at 21.8 µM;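 active means interference check ratio from 0.5 to 1.5 plus GFP to RFP signal ratio inhibition reaching or exceeding a fixed threshold, cut at about 30% in these data, passing the limit was not always enough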; further: some compounds called inactive have numbers as strong as hits
LMPTP block – blocks human LMPTP phosphatase | 360,000 tested, 0.22% active | AID 651560 | inhibition, % at 20 µM | P24666 | recombinant LMPTP-A, OMFP fluorogenic substrate, fluorescence intensity;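 active means compounds that cut the enzyme signal by at least half of the control window in the single-dose screen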;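 further: plate controls were DMSO wells with enzyme plus substrate for no effect and substrate without enzyme for full effect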
Target sequence (P24666 whole entry, looked up): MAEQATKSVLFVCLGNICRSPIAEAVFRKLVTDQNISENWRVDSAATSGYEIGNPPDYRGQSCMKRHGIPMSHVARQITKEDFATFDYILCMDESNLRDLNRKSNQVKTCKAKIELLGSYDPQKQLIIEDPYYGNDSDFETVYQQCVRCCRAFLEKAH
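Test system – LMPTP-A enzyme · Amount – LMPTP-A at 0.625 nM final in the reaction · Buffer or medium – Bis-Tris pH 6.0, DTT, detergent · Reagent – OMFP 400 µM · Doses – single 20 µM dose · Schedule – reaction 50 min, room temperature, dark · Detection – fluorescence intensity of OMFP turnover product · Evaluation – percent inhibition versus substrate-only and uninhibited controls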
STEP inh – inhibitors of human striatal-enriched phosphatase STEP. P54829. recombinant STEP, OMFP fluorogenic substrate, fluorescence. inhibition, % at 20 µM. 360,000 tested, 0.25% active;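 active means inhibition at 20 µM, scaled per plate between control wells, above about 37%, limit read from the data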;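 further: 0% = DMSO with enzyme and substrate and 100% = substrate only without enzyme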
Target sequence (P54829 whole entry, looked up): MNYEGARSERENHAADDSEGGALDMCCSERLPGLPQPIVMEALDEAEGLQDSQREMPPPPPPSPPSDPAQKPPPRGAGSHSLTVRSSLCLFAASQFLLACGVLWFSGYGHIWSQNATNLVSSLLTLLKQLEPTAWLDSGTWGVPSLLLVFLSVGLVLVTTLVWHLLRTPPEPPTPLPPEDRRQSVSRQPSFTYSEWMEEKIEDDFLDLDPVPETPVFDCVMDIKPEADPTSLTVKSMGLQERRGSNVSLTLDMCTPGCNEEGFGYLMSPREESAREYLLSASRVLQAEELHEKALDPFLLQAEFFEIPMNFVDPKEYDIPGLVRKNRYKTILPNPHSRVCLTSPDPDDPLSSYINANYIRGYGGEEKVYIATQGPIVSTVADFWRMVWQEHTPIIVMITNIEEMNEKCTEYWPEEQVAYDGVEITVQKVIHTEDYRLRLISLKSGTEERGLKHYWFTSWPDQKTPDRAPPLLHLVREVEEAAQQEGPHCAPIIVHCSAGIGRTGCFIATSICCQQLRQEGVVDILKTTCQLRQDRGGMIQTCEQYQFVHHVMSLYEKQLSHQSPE
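material = STEP tyrosine phosphatase | reagent = fluorogenic phosphatase substrate OMFP at 25 µM final | doses = single compound dose of 20 µM, 1% DMSO final | schedule = 20 min reaction, room temperature, in the dark | measured by = fluorescence, 480/540 nm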
MT1-MMP act inh – MT1-MMP (human) activation inhibition; HT1080 RFP-PRO-GFP cells, GFP/RFP ratio fluorescence, overnight; percent of plate control window, DMSO zero; 360,000 tested, 0.061% active; GFP/RFP ratio change, % at 20 µM; P50281;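 active means GFP/RFP ratio change of at least 30% with cell ATP level not reduced by more than half and red fluorescence within 50% of control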; further: strong numbers were not always called active
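Assay system – RFP-PRO-GFP reporter HT1080 cells · Compound dosing – single dose of 20 µM compound, 1% DMSO final · Incubation – overnight compound exposure at 37 °C · Measure – GFP/RFP fluorescence ratio · Benchmarks – DMSO wells and RFP-L50D-GFP cells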
DNMT1 inh – inhibitors of human DNMT1; AID 588458; 360,000 tested, 0.83% active; inhibition (reported as % activation of signal), % at 10 µM; DNMT1 molecular beacon, Hinp1I cleavage, fluorescence; in the data active means inhibition above about 50%
Rpn11 inh – blocks the human proteasome subunit Rpn11 | O00487 | human 26S proteasome, Ub4-pepOG fluorescence polarization; 20S core pre-blocked with epoxomicin | calls only at 20 µM | 360,000 tested, 0.59% active | AID 588493;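 active means inhibition at 20 µM, scaled to each plate's controls, above about 33%, limit read from the data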
Target sequence (O00487 whole entry, looked up): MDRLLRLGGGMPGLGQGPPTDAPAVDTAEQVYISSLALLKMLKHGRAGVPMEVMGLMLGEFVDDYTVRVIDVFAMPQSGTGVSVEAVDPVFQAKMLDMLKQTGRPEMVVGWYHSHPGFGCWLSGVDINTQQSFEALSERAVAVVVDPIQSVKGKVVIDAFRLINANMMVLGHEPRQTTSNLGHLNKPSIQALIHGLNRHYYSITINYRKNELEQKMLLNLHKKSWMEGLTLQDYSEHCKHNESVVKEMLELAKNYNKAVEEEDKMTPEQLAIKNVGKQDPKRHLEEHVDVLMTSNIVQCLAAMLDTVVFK
CendR NRP1 mod – modulators of CendR peptide binding to human neuropilin-1 | FAM-RPARPAR peptide binding to NRP-1, fluorescence polarization | 360,000 tested, 0.85% active | inhibition, % at 25 µM | O14786 | AID 602438;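 active means inhibition or corrected inhibition above about 18%, plus a signal ratio from 0.5 to 1.5, limit read from the data, passing the limit was not always enough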; further: strong numbers were not always called active
An asterisk follows results filed as active; i = inactive; . = no result given; + = active, no number.

entry	smiles	Rpn11 inh	NadD block	LMPTP block	CendR NRP1 mod	MT1-MMP act inh	SKN-1 inh	STEP inh	SUMO1 PPI mod	DNMT1 inh	Scp1 inh
1	COc1ccc2c(c1)SCC(=O)N2C	i	-1.1	-1.1	-15.3	1.1	10.0	1.3	-0.1	-1.1	-4.9
2	O=C(C[C@H]1CC[C@H](NC(=O)Nc2ccccc2F)[C@@H](CO)O1)NCc1ccc(-c2ccccc2)cc1	.	.	-0.4	7.3	-0.5	-17.3	.	1.3	.	.
3	CC(=O)Nc1cccc(OCc2c(F)cccc2Cl)c1	i	-4.6	0.8	-1.2	-3.4	3.1	1.7	-0.2	2.5	-3.4
4	O=C(NC(c1ccc(F)cc1)c1ccc2ccccc2n1)C1CCN(CCOc2ccc(F)cc2)CC1 (stereo not given)	i	1.7	0.8	-2.9	-0.8	6.6	4.7	-2.6	-11.9	.
5	CSCCOC(=O)C1=C(C)NC(=O)NC1c1ccc2c(c1)OCO2 (stereo not given)	i	-3.5	-1.0	14.1	-2.1	-12.8	-0.9	3.5	-0.3	-5.1
6	COC(=O)[C@]1(Cc2ccccc2)N[C@H](c2ccc(-c3ccccc3)cc2)[C@@H]2C(=O)N(C)C(=O)[C@@H]21	i	1.1	2.1	8.6	-5.2	8.2	-0.7	-2.5	-7.8	-7.7
7	O=C(CSc1nc2cc(Cl)ccc2s1)NC(=O)NCc1ccco1	i	5.5	4.2	-22.6	1.5	-4.6	2.3	0.6	53.8*	79.5*
8	CN(C)c1ccc(/C=N/NC(=O)C2CC2c2ccccc2)cc1 (stereo not given)	i	0.2	1.5	7.9	-1.9	-2.2	-2.5	-9.7	-2.6	-8.8
9	COc1ccc(S(=O)(=O)N2CCCCC2)cc1NC(=O)CNc1ccccc1C(C)=O	i	2.5	2.6	7.6	-3.3	-2.7	-2.4	0.7	-8.3	-4.6
10	O=C(COC(=O)c1ccccc1Br)NCC1CCCO1 (stereo not given)	i	-5.3	-1.2	-2.3	-1.4	-8.1	-2.1	0.7	4.5	-3.6
11	Cc1cccc(C)c1N1C(=O)c2ccccc2C1=O	i	-2.5	0.0	21.6	-1.8	2.4	-1.1	0.7	0.1	-3.7
12	O=C(c1ccccc1)c1ccc(O)c(O)c1O	i	5.4	51.0*	-27.3	0.0	11.2	32.0	20.1	77.8*	66.3*
13	CC1CCCC(CC(=O)O)(CC(=O)O)C1 (stereo not given)	i	-3.7	-1.1	3.2	-0.1	-7.6	-3.8	0.1	3.5	3.0
14	COc1ccc(-n2ccc3ccccc32)cc1	i	-8.7	1.9	6.4	1.5	2.4	4.9	-0.5	-4.7	-7.3
15	O=C(Nc1nc2c(Cl)ccc(Cl)c2s1)c1ccco1	i	0.1	1.6	-2.0	-4.8	-6.9	2.2	5.1	-1.4	-1.2
16	O=C(NCC1CCCO1)c1ccc(NC(=O)c2cc(F)c(F)cc2Cl)cc1 (stereo not given)	i	1.4	-1.5	3.0	-4.4	1.8	-9.5	7.4	-1.7	3.0
17	CCCCNC(=O)c1c[nH]c2ccc(S(=O)(=O)N3CCOCC3)cc2c1=O	i	-2.6	-1.5	-4.4	1.5	-5.6	-1.5	0.7	5.6	8.4
18	CCOC(=O)c1sc(N2C(=O)C(O)=C(C(=O)c3ccco3)C2c2ccc(C)o2)nc1C (stereo not given)	i	19.1	6.3	-15.1	1.3	2.8	8.8	-10.3	3.3	1.4
19	CCn1c(SCC(=O)Nc2cccc(NC(=O)c3cccs3)c2)nnc1-c1ccncc1	i	-1.7	-1.1	-12.6	0.2	7.4	-3.4	0.7	0.1	-7.0
20	Nc1nc(NCc2ccco2)nc(N2CCN(Cc3ccccc3)CC2)c1[N+](=O)[O-]	i	1.1	1.7	14.4	-0.9	-22.0	1.0	0.8	-4.2	-6.6
21	O=C(O)c1ccc(N=Nc2c(O)[nH]c3ccc(Br)cc23)cc1	i	0.7	9.5	-149.6	1.6	3.2	-1.2	-5.3	-0.5	44.0
22	Cc1ccc(S(=O)(=O)N(CC(=O)N2CCC(C)CC2)c2ccccc2)cc1	i	-0.8	0.9	9.7	-2.8	2.0	-2.6	-2.1	-0.9	-2.9
23	CC(=O)c1ccc(NC(=O)CN(c2c(C)cccc2C)S(C)(=O)=O)cc1	i	-3.3	-1.1	-6.0	-6.6	1.2	-0.6	-8.5	0.5	-3.7
24	CCOCCOc1cccc(C(=O)NC(c2ccccc2)C(C)C)c1 (stereo not given)	i	-1.2	-0.8	-0.2	7.0	-2.7	0.0	-0.7	2.1	0.9
25	CCN(C(=O)Cn1c([N+](=O)[O-])cnc1C)c1ccccc1	i	0.1	0.4	3.5	0.3	4.6	-1.5	-4.3	-0.8	-7.5

Random excerpt: four compounds from above.
entry	smiles	Rpn11 inh	NadD block	LMPTP block	CendR NRP1 mod	MT1-MMP act inh	SKN-1 inh	STEP inh	SUMO1 PPI mod	DNMT1 inh	Scp1 inh
15	O=C(Nc1nc2c(Cl)ccc(Cl)c2s1)c1ccco1	i	0.1	1.6	-2.0	-4.8	-6.9	2.2	5.1	-1.4	-1.2
4	O=C(NC(c1ccc(F)cc1)c1ccc2ccccc2n1)C1CCN(CCOc2ccc(F)cc2)CC1 (stereo not given)	i	1.7	0.8	-2.9	-0.8	6.6	4.7	-2.6	-11.9	.
9	COc1ccc(S(=O)(=O)N2CCCCC2)cc1NC(=O)CNc1ccccc1C(C)=O	i	2.5	2.6	7.6	-3.3	-2.7	-2.4	0.7	-8.3	-4.6
16	O=C(NCC1CCCO1)c1ccc(NC(=O)c2cc(F)c(F)cc2Cl)cc1 (stereo not given)	i	1.4	-1.5	3.0	-4.4	1.8	-9.5	7.4	-1.7	3.0

Of the compounds above, 2 contain a COOH group.
entry	smiles	Rpn11 inh	NadD block	LMPTP block	CendR NRP1 mod	MT1-MMP act inh	SKN-1 inh	STEP inh	SUMO1 PPI mod	DNMT1 inh	Scp1 inh
13	CC1CCCC(CC(=O)O)(CC(=O)O)C1 (stereo not given)	i	-3.7	-1.1	3.2	-0.1	-7.6	-3.8	0.1	3.5	3.0
21	O=C(O)c1ccc(N=Nc2c(O)[nH]c3ccc(Br)cc23)cc1	i	0.7	9.5	-149.6	1.6	3.2	-1.2	-5.3	-0.5	44.0

Further compounds:
entry	smiles	Rpn11 inh	NadD block	LMPTP block	CendR NRP1 mod	MT1-MMP act inh	SKN-1 inh	STEP inh	SUMO1 PPI mod	DNMT1 inh	Scp1 inh
26	Cc1ccc(NC(=O)c2ccc(OCC3CCCO3)cc2)cc1Cl (stereo not given)	i	-5.1	0.6	4.1	-4.2	-0.8	2.5	2.0	-10.8	.
27	CC1CCN(C2=NC(=O)/C(=C/c3cn[nH]c3-c3ccccc3)S2)CC1	i	7.0	-1.1	-17.6	3.6	-3.3	-0.1	-9.9	-3.2	-2.7
28	Cc1ccc(Cn2c(N3CCNCC3)nc3c2c(=O)[nH]c(=O)n3C)cc1	i	-0.8	-5.4	-8.6	-8.2	4.9	1.7	-0.2	10.2	7.6
29	CC[C@@]1(C(=O)OC)N[C@H](CN(C)C(=O)NC(C)C)[C@@H]2C(=O)N(C)C(=O)[C@@H]21	i	1.5	-2.8	1.2	3.9	7.5	-2.3	0.1	3.4	-8.0
30	CC(=O)NC(c1ccccc1)c1nc(-c2ccccc2C)cs1 (stereo not given)	i	-5.1	0.1	-9.6	0.8	7.0	-1.8	1.8	-6.9	.
31	C=CCn1c(C)cc(C(=O)COc2ccc(C)nc2[N+](=O)[O-])c1C	i	-11.1	-0.7	-6.7	2.7	9.0	0.5	-12.4	0.1	-10.3
32	O=C(CSc1nccn1Cc1ccco1)Nc1ccccc1F	i	-0.7	-1.0	2.8	-2.4	-5.7	0.8	12.5	0.8	34.2
33	Cc1cc(N/N=C/c2ccncc2)nc2ccccc12	i	-3.5	2.4	8.6	2.1	20.7	-0.1	-15.9	0.2	-8.1
34	Cc1ccc(C(=O)Nc2c(C#N)c(C)c(C)n2Cc2ccccc2)cc1	i	-7.9	0.4	7.1	-3.8	3.9	3.3	-0.6	-3.5	-7.3
35	Cc1ccc(S(=O)(=O)/N=C2/NC(=O)/C(=C/c3ccc(Br)o3)S2)cc1	+	9.0	2.7	-116.6	-4.0	14.7	7.5	26.7	84.6*	56.2*
36	O=C(NC1CCCCC1)N1CCC(c2nc3ccccc3[nH]2)CC1	i	-8.7	-4.1	12.4	0.7	-18.3	-1.0	-5.9	-0.1	-6.2
37	CC1(C)Cc2c(sc3ncnc(NNC(=S)NCc4ccccc4)c23)CO1	i	4.4	0.5	-90.9	8.6	-8.0	-1.1	2.2	2.0	-6.0
38	Cc1cccc(C)c1NC(=O)CN1C(=O)C2CC=CCC2C1=O (stereo not given)	i	-9.2	-2.1	11.1	-2.9	10.2	-3.7	2.0	1.5	3.2
39	COC(=O)c1cc(S(=O)(=O)Nc2cc(S(=O)(=O)N(C)C)ccc2C)oc1C	i	-6.2	0.0	6.6	0.7	-9.9	-0.4	-1.8	2.8	-9.8
40	Cc1ccc(-n2c(SCC(=O)NCCC3=CCCCC3)nc3n[nH]c(C)c3c2=N)cc1Cl	i	-2.0	-1.2	7.8	7.0	16.0	-4.2	-12.5	2.2	-5.1
41	CCOC(=O)c1c(NC(=S)Nc2ccc(OCC)cc2)sc2c1CCN(C)C2	i	-5.6	0.3	-51.3	-3.9	9.4	10.0	-13.8	-6.4	-0.4
42	Cc1nc(SCc2cccc(C(=O)O)c2)nc2c1CCCC2	i	2.7	-0.2	-1.3	-0.9	1.9	2.6	3.9	0.5	2.7
43	C=CCNC(=S)NNC(=O)c1cccc2ccccc12	i	-2.3	-0.9	4.2	2.1	0.6	-6.5	3.5	2.2	-2.5
44	O=C(O)CCCC(=O)NNc1ncnc2ccccc12	i	0.5	-1.4	10.1	1.5	6.1	-2.3	-2.2	2.9	1.6
45	COc1cc(CCC(=O)OCC(=O)Nc2ccccc2C#N)cc(OC)c1OC	i	1.1	-0.2	0.0	.	-1.1	-2.1	3.3	6.6	2.9
46	CC(C)[C@H](NC(=O)NCc1ccco1)C(=O)O	i	-2.2	-1.0	12.9	1.3	3.3	-4.1	2.1	1.6	8.9
47	O=C(NN(C(=O)c1ccccc1)c1ccccc1)c1ccccc1	i	-3.5	-0.6	0.5	0.7	-6.6	-0.4	21.4	19.2	-4.3
48	Cc1cccnc1NC(=O)Cn1c(=O)oc2ccccc21	i	-3.7	-2.3	-0.8	0.4	-0.9	0.0	3.9	2.1	5.8
49	Cn1cc(Cl)c(C(=O)N(Cc2ccccc2)c2ccccn2)n1	i	1.5	-0.2	-3.5	1.2	-16.3	-1.6	3.0	1.0	-9.8
50	Cc1ccc(C(=O)Cn2nc(C(=O)O)c3ccccc3c2=O)cc1C	i	-3.2	1.1	1.4	6.7	7.5	5.4	-5.0	-2.9	-1.7
51	CC(=O)Nc1ccc(-c2ccc3nnc(C)n3n2)cc1	i	-0.2	-1.5	-18.1	12.5	-10.4	0.8	-19.6	1.0	-15.5
